PfG6PD inh: PfG6PD (Plasmodium falciparum) enzyme inhibition; PfGluPho enzyme, NADPH resazurin-diaphorase fluorescence; inhibition, % at 20 µM; 350,000 tested, 0.78% active; AID 504690;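 active = inhibition reaching at least a set limit at 20 µM in the primary screen, cut at about 59% in these data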;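 also: 0% = DMSO wells with substrate and 100% = DMSO wells lacking glucose-6-phosphate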
SENP8 block-1: blocks the human protease SENP8; Q96LD8; 330,000 tested, 1.2% active; AID 2540; purified SENP8, Z-RLRGG-aminoluciferin cleavage, luminescence; inhibition, % at 10 µM; in the data active = inhibition above about 50%
SENP7 block: blocks the human protease SENP7 | Q9BQF6 | AID 434973 | inhibition, % at 5 µM | 330,000 tested, 1.5% active | recombinant SENP7, Z-RLRGG-aminoluciferin luminescence, 40 min;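 active = inhibition above about 50% at the single test dose, limit read from the data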;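 also: plate controls were DMSO with enzyme for no effect and no enzyme buffer wells for full effect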
Target sequence (Q9BQF6 706-1050 limits assumed): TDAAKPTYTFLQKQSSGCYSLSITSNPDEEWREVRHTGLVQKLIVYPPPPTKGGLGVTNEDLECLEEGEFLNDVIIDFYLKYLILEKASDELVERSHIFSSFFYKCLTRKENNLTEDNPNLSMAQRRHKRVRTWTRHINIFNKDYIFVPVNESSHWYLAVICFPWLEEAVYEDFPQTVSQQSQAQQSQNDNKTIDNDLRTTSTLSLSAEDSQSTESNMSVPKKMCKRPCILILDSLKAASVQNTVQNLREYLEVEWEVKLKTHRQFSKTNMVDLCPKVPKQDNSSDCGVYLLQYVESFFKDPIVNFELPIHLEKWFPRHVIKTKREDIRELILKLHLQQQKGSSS
NLRP3 yeast inh: inhibitors of NALP3 inflammasome in yeast; Yeast reconstituted NLRP3/ASC/caspase-1, beta-gal luminescence, 24 h; 330,000 tested, 0.39% active; inhibition, % at 10 µM;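 active = inhibition of 50% or more; inactive = inhibition below 50%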;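 also: plate controls were induced DMSO wells for no effect and uninduced yeast grown without galactose for full effect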
HKDC1 inh: inhibitors of human hexokinase HKDC1 | AID 493160 | 340,000 tested, 0.16% active | recombinant HKDC1, G6PDH/diaphorase resazurin coupled fluorescence | Q2TB90 | inhibition, % at 20 µM;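 active = inhibition above about 35% when tested at 20 µM, limit read from the data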;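 also: plate controls were DMSO wells with enzyme for no effect and DMSO wells lacking enzyme for full effect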
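Assay system – recombinant HKDC1 (HK5) hexokinase enzyme, produced in-house · Input – HKDC1 at 5 µg/mL · Reagent – glucose plus 1 mM ATP as hexokinase substrates · Timing – 90 min reaction incubation at room temperature, dark · Measured by – G6PDH/diaphorase-coupled fluorescence, 1 mM NADP, 100 µM resazurin, 525/613 nm · Benchmarks – DMSO-enzyme wells negative, buffer-substituted wells positive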
SENP6 block: SENP6 protease inhibition; 330,000 tested, 1.8% active; inhibition, % at 10 µM; Recombinant SENP6 catalytic domain, aminoluciferin luminescence; Q9GZR1;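 active = inhibition above about 50% at the single tested dose, limit read from the data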;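 also: plate controls were DMSO wells with enzyme for no effect and DMSO wells lacking enzyme for full effect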
Target sequence (Q9GZR1 628-1112 limits assumed): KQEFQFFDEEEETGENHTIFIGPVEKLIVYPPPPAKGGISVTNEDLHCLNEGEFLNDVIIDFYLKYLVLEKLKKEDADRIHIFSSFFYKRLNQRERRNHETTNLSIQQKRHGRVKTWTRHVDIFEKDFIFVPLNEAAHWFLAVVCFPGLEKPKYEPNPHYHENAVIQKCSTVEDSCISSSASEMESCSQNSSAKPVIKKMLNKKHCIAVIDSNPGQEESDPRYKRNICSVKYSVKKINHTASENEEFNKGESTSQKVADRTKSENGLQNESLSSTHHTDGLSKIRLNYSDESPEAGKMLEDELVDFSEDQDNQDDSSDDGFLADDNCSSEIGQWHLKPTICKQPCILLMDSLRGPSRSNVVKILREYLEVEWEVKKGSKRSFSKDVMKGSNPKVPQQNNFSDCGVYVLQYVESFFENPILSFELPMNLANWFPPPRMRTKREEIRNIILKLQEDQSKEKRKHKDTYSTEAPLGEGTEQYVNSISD
Apaf-1 inh: inhibitors of human Apaf-1 apoptosome; O14727; reconstituted apoptosome caspase-3 activity, DEVD-Rh110 fluorescence; inhibition, % at 20 µM; 330,000 tested, 0.71% active; active = inhibition of at least 40% at 20 µM;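 also: plate controls were DMSO wells for no effect and DEVD-CHO caspase inhibitor wells for full effect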
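Material: reconstituted apoptosome with Apaf-1, cytochrome c, caspase-9, procaspase-3, dATP / Buffer or medium: pH 7.5 Hepes buffer with CHAPS, BSA, DTT / Also added: cytochrome c with DEVD-Rh110 / Schedule: compound with Apaf-1, dATP, procaspase-3 30 min, then 50 min reaction, room temperature / Technique: rhodamine 110 fluorescence at Ex 480/Em 540 nm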
SENP1 FRET inh: SENP1 (human) catalytic domain inhibition | recombinant SENP1 catalytic domain, CyPet-SUMO1-YPet FRET cleavage | 360,000 tested, 0.21% active | AID 624204 | inhibition, % at 10 µM;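 active = inhibition at least 30% at 10 µM, raw YFP signal under a set limit, fluorescence ratio 0.5 to 1.5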;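 also: 0% = enzyme with DMSO and 100% = no enzyme wells; some results filed as inactive read as strong as hits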
Target sequence (Q9P0U3 419-644 limits assumed): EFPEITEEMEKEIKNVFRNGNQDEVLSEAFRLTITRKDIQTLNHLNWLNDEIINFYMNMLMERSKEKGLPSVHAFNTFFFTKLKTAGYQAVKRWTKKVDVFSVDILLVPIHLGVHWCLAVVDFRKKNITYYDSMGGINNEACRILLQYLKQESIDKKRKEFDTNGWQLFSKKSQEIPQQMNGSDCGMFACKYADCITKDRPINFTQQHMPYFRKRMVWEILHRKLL
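Compound: 10 µM single point, 0.5% DMSO; Test system: hSENP1 catalytic domain, recombinant; Timing: 50 min reaction at room temperature; Technique: FRET, CFP and YFP emission; Control set: no-enzyme wells low, DMSO-plus-enzyme wells high control.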
SENP8 block-2: inhibitors of human SENP8 protease; recombinant SENP8, Nedd8 substrate fluorescence; Q96LD8; 360,000 tested, 0.64% active; AID 602440; inhibition, % at 20 µM; in the data active = inhibition mostly above about 40%, no sharp cut-off; inactive = mostly below about 27%
Numbers without * were called inactive; · = no result given.

SMILES | PfG6PD inh | SENP8 block-1 | SENP7 block | NLRP3 yeast inh | HKDC1 inh | SENP6 block | Apaf-1 inh | SENP1 FRET inh | SENP8 block-2
Cn1c(-c2ccccc2)cnc1SCC(N)=O | 8 | 0 | 2 | 11 | -3 | -2 | -1 | -1 | 28
Cc1cccc2cc(CN(Cc3ccco3)C(=O)NC3CCCCC3)c(=O)[nH]c12 | 5 | -14 | -6 | 10 | -9 | -21 | 20 | -1 | -42
COc1ccc(OC)c(C2C(C(=O)c3ccco3)=C(O)C(=O)N2CC2CCCO2)c1 (stereo not drawn) | 19 | -1 | 11 | 25 | -3 | 2 | 7 | 0 | 20
COc1ccc(C)cc1NC(=O)CN(C)S(=O)(=O)c1ccc2c(c1)n(C)c(=O)c(=O)n2C | -7 | -3 | 1 | 13 | 5 | -7 | -3 | 1 | -35
CCn1c(=N)c(S(=O)(=O)c2ccc(Cl)cc2)cc2c(=O)n3ccccc3nc21 | · | 7 | 6 | -4 | · | -2 | -7 | · | ·
C[C@H](NC(N)=O)C(=O)Nc1ccc2c(c1)OCO2 | 10 | 6 | 1 | -10 | -1 | 10 | -11 | -1 | 17
O=C(O)c1cccc2c1-c1ccc(Cl)cc1C2 | -30 | · | · | · | -1 | · | · | 1 | 5
O=C(CSc1nnnn1-c1ccccc1F)NNC(=O)c1ccco1 | 1 | 1 | 2 | 5 | -13 | -4 | -8 | 4 | 0
CCOC(=O)C1CCN(C(=O)CSc2n[nH]c(=O)[nH]c2=O)CC1 | -16 | 0 | 0 | 8 | -3 | -9 | -12 | 0 | 27
NC(=S)N/N=C/c1ccccc1OCCSc1ccc(Cl)cc1 | 38 | -1 | -3 | 17 | -1 | 9 | 11 | 2 | 6
CC(/C=N/Nc1nc(C)cc(=O)[nH]1)=C\c1ccccc1 | -14 | 1 | 14 | 18 | 3 | 20 | 2 | 1 | -93
FC(F)(F)c1ccc(Cl)c(-n2c(-c3cc(-c4ccco4)[nH]n3)n[nH]c2=S)c1 | 30 | -5 | -1 | -10 | 9 | -1 | 5 | -1 | 3
COc1ccc(Nc2ncnc3c2oc2ccccc23)cc1 | -5 | 4 | 16 | 20 | -8 | 12 | 4 | 2 | -120
O=C(NNC(=O)c1sccc1-n1cccc1)Nc1ccc(F)cc1 | -1 | -12 | -4 | 18 | -7 | -13 | 0 | 0 | 6
CN(C(=O)c1cccc(NC(=O)Cc2cccc(NC(=O)C3CCCN(C(=O)C4CCCC4)C3)c2)c1)C1CC1 (stereo not drawn) | 2 | · | · | · | -4 | · | · | 2 | 14
FC(F)(F)c1nnc2sc(-c3cccs3)nn12 | -3 | -2 | -4 | 0 | -2 | -13 | -2 | -2 | -57
COc1ccc(O[C@H]2C=C[C@@H](c3ccccc3)O[C@@H]2CO/N=C(\C)CCN2CCc3nc(-c4ccccc4)c(-c4ccccc4)cc3C2)cc1 | · | -6 | 2 | 12 | · | -4 | 48* | · | ·
Cc1ccc(S(=O)(=O)N2CCCCC2)cc1NC(=O)CSc1nnc(N)s1 | -1 | -9 | -10 | 13 | -4 | -32 | 17 | 2 | -8
O=C1/C(=C/c2ccccc2)SC(=S)N1C1CCS(=O)(=O)C1 (stereo not drawn) | -11 | -2 | -1 | 6 | 5 | -18 | 0 | 1 | 7
CCOCC(=O)Nc1nc(-c2ccccc2)c(CC)s1 | -4 | 8 | -2 | 26 | 0 | 12 | 4 | -2 | 7
COc1ccccc1CN1CCNC(=O)C1CC(=O)NC1CCCCCC1 (stereo not drawn) | -9 | 4 | 9 | 12 | -3 | 13 | 26 | -14 | -30
Cc1nc2ccc(NC(=O)c3ccc(Cl)nc3)cc2s1 | 12 | -5 | 1 | 18 | 0 | 92* | 0 | -8 | 3
O=C(Oc1cccnc1)c1ccc(Cl)cc1 | 7 | -9 | 10 | 4 | 1 | -4 | 3 | 5 | 17
CC(C)C(=O)Nc1c(-c2ccccc2Cl)c(=O)c2ccccc2n1C | -4 | 8 | -2 | 2 | -3 | -10 | -3 | -2 | 9
C=CCNC(=O)C(C#N)c1nc2ccccc2nc1N1CCCCCC1 (stereo not drawn) | -5 | 10 | 21 | 11 | 10 | 32 | 38 | 7 | -492

A second format for 12 compounds above.
Below each compound: PfG6PD inh | SENP8 block-1 | SENP7 block | NLRP3 yeast inh | HKDC1 inh | SENP6 block | Apaf-1 inh | SENP1 FRET inh | SENP8 block-2
O=C(NNC(=O)c1sccc1-n1cccc1)Nc1ccc(F)cc1
    -1 | -12 | -4 | 18 | -7 | -13 | 0 | 0 | 6
CN(C(=O)c1cccc(NC(=O)Cc2cccc(NC(=O)C3CCCN(C(=O)C4CCCC4)C3)c2)c1)C1CC1 (stereo not drawn)
    2 | · | · | · | -4 | · | · | 2 | 14
FC(F)(F)c1nnc2sc(-c3cccs3)nn12
    -3 | -2 | -4 | 0 | -2 | -13 | -2 | -2 | -57
COc1ccc(O[C@H]2C=C[C@@H](c3ccccc3)O[C@@H]2CO/N=C(\C)CCN2CCc3nc(-c4ccccc4)c(-c4ccccc4)cc3C2)cc1
    · | -6 | 2 | 12 | · | -4 | 48* | · | ·
Cc1ccc(S(=O)(=O)N2CCCCC2)cc1NC(=O)CSc1nnc(N)s1
    -1 | -9 | -10 | 13 | -4 | -32 | 17 | 2 | -8
O=C1/C(=C/c2ccccc2)SC(=S)N1C1CCS(=O)(=O)C1 (stereo not drawn)
    -11 | -2 | -1 | 6 | 5 | -18 | 0 | 1 | 7
CCOCC(=O)Nc1nc(-c2ccccc2)c(CC)s1
    -4 | 8 | -2 | 26 | 0 | 12 | 4 | -2 | 7
COc1ccccc1CN1CCNC(=O)C1CC(=O)NC1CCCCCC1 (stereo not drawn)
    -9 | 4 | 9 | 12 | -3 | 13 | 26 | -14 | -30
Cc1nc2ccc(NC(=O)c3ccc(Cl)nc3)cc2s1
    12 | -5 | 1 | 18 | 0 | 92* | 0 | -8 | 3
O=C(Oc1cccnc1)c1ccc(Cl)cc1
    7 | -9 | 10 | 4 | 1 | -4 | 3 | 5 | 17
CC(C)C(=O)Nc1c(-c2ccccc2Cl)c(=O)c2ccccc2n1C
    -4 | 8 | -2 | 2 | -3 | -10 | -3 | -2 | 9
C=CCNC(=O)C(C#N)c1nc2ccccc2nc1N1CCCCCC1 (stereo not drawn)
    -5 | 10 | 21 | 11 | 10 | 32 | 38 | 7 | -492

More entries.
SMILES | PfG6PD inh | SENP8 block-1 | SENP7 block | NLRP3 yeast inh | HKDC1 inh | SENP6 block | Apaf-1 inh | SENP1 FRET inh | SENP8 block-2
CC(=O)c1c(C)[nH]c(C(=O)NCc2ccccc2)c1C | -6 | -9 | -8 | 13 | -10 | -10 | 3 | 1 | 6
CCN1C(=O)[C@H]2[C@H]3CN=C(SCc4ccccc4)N3[C@@](CC)(C(=O)OC)[C@H]2C1=O | 9 | · | 1 | · | -3 | · | 9 | 4 | 8
COc1cc(/C=C2/SC(=S)N(CC3CCCO3)C2=O)ccc1O (stereo not drawn) | -16 | -12 | -9 | 13 | 19 | 18 | 4 | -23 | 32
Cc1ccc(S(=O)(=O)N2CCOCC2)cc1NC(=O)CSc1nc(N)cc(=O)[nH]1 | -10 | 0 | -17 | -10 | -7 | 6 | -2 | -1 | -4
CCn1c(=O)c2cc(C(=O)N3CCN(C)CC3)sc2c2ccccc21 | 7 | -6 | 3 | -4 | 0 | -8 | 9 | 2 | -482
Cc1ccc(S(=O)(=O)NCC(=O)OCc2ccccc2)cc1 | 11 | -2 | -5 | 0 | -1 | -2 | -1 | -1 | 8
COc1cc(-c2csc(NC3CCCCC3)n2)cc(OC)c1OC | 34 | 4 | 1 | 15 | -14 | -5 | 14 | -3 | 6
O=C(c1ccc2ccccc2c1)N1CCN(c2ccc([N+](=O)[O-])c(N3CCOCC3)c2)CC1 | 5 | -6 | 4 | 27 | 16 | -4 | 21 | 5 | 18
O=C(NCCNS(=O)(=O)c1cccc(C(F)(F)F)c1)c1cc(OCC(F)(F)F)ccc1OCC(F)(F)F | -16 | 7 | -8 | -13 | -1 | 0 | -3 | 2 | 14
CCN(CC)CCNC(=O)Cc1c(C(=O)O)n(CC)c2ccccc12 | -1 | -5 | -1 | -2 | 15 | -6 | -11 | 1 | 8
Cc1ccc(/C=N/NC(=O)Cc2ccc(Cl)cc2)s1 | 2 | -3 | -9 | 31 | -3 | -3 | 7 | 4 | 14
CC(C)CNC(=O)CC(=O)N/N=C/c1ccc(Br)cc1 | -6 | -3 | -8 | 2 | -4 | 3 | -4 | 3 | 13
CCOc1cc2[nH]c(=S)n(Cc3ccc(C)o3)c(=O)c2cc1OCC | 0 | 3 | 9 | 2 | -10 | 3 | 0 | 2 | 13
Cc1nc(SCc2ccc(OCCC(C)C)cc2)n[nH]1 | 0 | 3 | 2 | 76* | -6 | 6 | -8 | 3 | 0
CN(C)C1=NCCN1CCc1ccc(F)cc1 | 2 | -8 | 3 | 7 | -6 | -2 | -5 | 0 | 21
COc1ccc(-c2nc(CC(=O)Nc3cccc(S(=O)(=O)NC4=NCCC4)c3)cs2)cc1 | -8 | -13 | -4 | 8 | -3 | -10 | 9 | -2 | -63
CCc1nnc(NC(=O)CCN2C(=O)CCC2=O)s1 | 2 | 1 | -1 | 9 | -16 | 1 | -15 | 3 | 12
COc1ccc(C(CNC(=O)COc2ccccc2C)N2CCCCC2)cc1 (stereo not drawn) | -11 | -10 | 2 | 7 | -4 | -5 | 14 | -2 | 3
CC(=O)c1cc(NC(=O)c2ccc(Cl)cc2)c(=O)oc1/C=C/N(C)C | 1 | -13 | -3 | 25 | 9 | -8 | -6 | -29 | 16
O=C(N/N=C/c1cn(-c2ccccc2)nc1-c1cccnc1)c1cccnc1 | -18 | 4 | -1 | 14 | 1 | -7 | 9 | -3 | -23
NC(=O)c1nsc(C(=O)N(CCCN2CCOCC2)C(C(=O)NC2CCCCC2)c2ccc(Cl)cc2)c1N (stereo not drawn) | -3 | 4 | 5 | 16 | -2 | -2 | 8 | -7 | -306
NS(=O)(=O)c1ccc(CNC(=O)c2cc(-c3cccnc3)nc3ccc(Cl)cc23)cc1 | -4 | 4 | -1 | 6 | -9 | -4 | 5 | 1 | -22
CCn1c(SCC(=O)N2CCOCC2)nc2sc3c(c2c1=O)CCCC3 | -6 | -7 | -14 | 15 | -2 | -4 | 14 | 3 | 10
Cc1ccc(S(=O)(=O)Nc2ccc(NC(=O)CN3CCCCC3)c(Cl)c2)cc1 | 0 | -8 | -9 | -4 | -5 | -8 | 14 | 1 | 9
Cc1ccccc1NC(=S)NCCO | 1 | 3 | -19 | 7 | -5 | -12 | 1 | 0 | 2

From PubChem
